Screening results as filed in PubChem.
NSD2 HMT inh: inhibitors of human histone methyltransferase NSD2; O96028; NSD2 peptide methylation, AlphaScreen, 120 min; inhibition, % at 12.5 µM; 310,000 compounds, 0.54% hits; in the data active means inhibition above about 50%
SR-BI DiI inh: inhibitors of mouse SR-BI mediated HDL lipid uptake; AID 488896; Q61009; ldlA[mSR-BI] CHO cells, DiI-HDL uptake fluorescence, 3 h; inhibition, % at 12.5 µM; 320,000 compounds, 0.96% hits;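 active means mean replicate inhibition of at least 70% and a set share of replicates each scoring 70 or more; inconclusive means meets just one of the two criteria; inactive means fails both criteria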;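 further: 0% = median of neutral control wells and 100% = median of positive control wells; values of inactives mirror those of a sister screen read the other way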
Target sequence (Q61009 whole entry, looked up): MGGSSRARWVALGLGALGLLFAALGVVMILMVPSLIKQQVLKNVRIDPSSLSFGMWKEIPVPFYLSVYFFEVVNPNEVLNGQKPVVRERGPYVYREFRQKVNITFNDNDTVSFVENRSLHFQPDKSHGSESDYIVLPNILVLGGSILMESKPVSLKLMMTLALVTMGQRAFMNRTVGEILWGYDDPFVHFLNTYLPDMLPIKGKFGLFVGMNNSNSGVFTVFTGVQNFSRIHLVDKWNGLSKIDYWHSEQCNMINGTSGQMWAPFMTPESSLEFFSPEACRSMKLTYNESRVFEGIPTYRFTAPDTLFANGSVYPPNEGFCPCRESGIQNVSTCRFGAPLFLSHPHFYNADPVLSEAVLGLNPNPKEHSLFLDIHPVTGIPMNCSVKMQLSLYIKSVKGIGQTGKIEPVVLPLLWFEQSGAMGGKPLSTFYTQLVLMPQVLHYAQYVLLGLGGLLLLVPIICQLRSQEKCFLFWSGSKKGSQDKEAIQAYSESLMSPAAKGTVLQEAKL
PvdQ acylase: P. aeruginosa PvdQ acylase inhibition; purified PvdQ acylase, fluorescence plate reader; inhibition, % at 10 µM; 340,000 compounds, 0.063% hits; in the data active means inhibition above about 30%, passing the limit was not always enough; inconclusive means no clear call, values can overlap the other calls;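 further: 0% = vehicle neutral wells and 100% = reference inhibitor wells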
PfHsp90 set2: inhibits growth of yeast expressing Plasmodium falciparum Hsp90 | S. cerevisiae expressing PfHsp90, BacTiter-Glo ATP, 48 h; yeast lacking PDR1 and PDR3 efflux regulators | inhibition, % at 9.4 µM | 310,000 compounds, 0.32% hits | AID 504621;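 active means every replicate shows inhibition above about 80%, whatever the replicate mean, limit read from the data; inconclusive means mean inhibition reaches the set limit but some replicate falls short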;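 further: 0% = DMSO neutral controls and 100% = 20 µM radicicol positive controls; yeast relying on Plasmodium falciparum Hsp90 in place of its own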
MITF act: MITF TRPM1 promoter activation in melanoma cells. SK-MEL-5 TRPM1-promoter luciferase, 24 h; % of positive control, neutral wells = 0. activation, % at 12.5 µM. 300,000 compounds, 0.75% hits;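 active means mean activation of at least 80% with every replicate also reaching 80%; inconclusive means mean reaches 80% but some replicate falls short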;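 further: 0% = neutral control wells and 100% = parthenolide positive control wells; values of inactives mirror those of a sister screen read the other way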
Rtt109 HAT inh: C. albicans Rtt109 histone acetyltransferase inhibition; Q5AAJ8; purified Rtt109/Vps75, ThioGlo CoA-SH fluorescence, 4 h; inhibition, % at 34.9 µM; 330,000 compounds, 0.16% hits; AID 540336;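 active means inhibition of at least 50% in every replicate; inconclusive means best replicate reaches 50% inhibition but some replicates fall short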
CAL PDZ FP-1: inhibitors of human CAL PDZ peptide binding | purified CAL PDZ, TMR-peptide fluorescence polarization, 1 h | inhibition, % at 20 µM | Q9HD26 | AID 504414 | 330,000 compounds, 0.02% hits;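 active means highest replicate inhibition of at least 40%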;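 further: plate controls were DMSO neutral control wells for no effect and unlabeled competitor peptide control wells for full effect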
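System: purified tagged CAL PDZ domain construct (CerCALP). Schedule: 1 h incubation at room temperature before polarization reading. Medium: 25 mM sodium phosphate pH 7.4, 150 mM NaCl, TCEP, IgG, Thesit. Read-out: percent inhibition from loss of millipolarization. Measured by: FP readout, S and P plane fluorescence. Probe or stimulus: fluorescent TMR peptide probe.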
SR-BI DiI-HDL act: enhances SR-BI lipid uptake from DiI-HDL. CHO ldlA[mSR-BI] cells, DiI-HDL uptake fluorescence, 3 h; 100 = double the neutral-control signal. activation, % at 12.5 µM. 320,000 compounds, 0.096% hits;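 active means mean replicate activation of at least 60% and every replicate at or above 60%; inconclusive means mean or all-replicate condition met, but not both; inactive means mean below 60% and not all replicates reaching 60%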;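 further: 0% = median plate neutral-control signal and 100% = twice that signal; values of inactives mirror those of a sister screen read the other way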
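Assay system: LDL receptor-deficient CHO ldlA cells overexpressing murine SR-BI / Medium: BSA-supplemented, HEPES-buffered Ham's F12, pH 7.4 / Probe or stimulus: DiI-labelled HDL at 10 µg/mL final / Timing: compound with DiI-HDL co-incubation, 3 h at 37 °C / Technique: bottom-read cell fluorescence after medium removal, ex 550/em 595 nm / Measure: HDL uptake via cellular fluorescence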
CAL PDZ FP-2: CAL PDZ (human) peptide binding inhibition | 300,000 compounds, 0.92% hits | purified CAL PDZ, TMR-peptide fluorescence polarization, 1 h | Q9HD26 | inhibition, % at 24.9 µM | AID 602252;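 active means mean inhibition of at least 30% with at least half of replicates also reaching 30%; inconclusive means no clear call, values can overlap the other calls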;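 further: 0% = DMSO neutral control and 100% = excess unlabeled competitor peptide PRC23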
dFosB activator: activators of mouse delta FosB homodimer; P13346; purified delta FosB, TAMRA-CDK5 oligo fluorescence polarization; percent of positive-control signal above neutral wells; activation, % at 25 µM; 340,000 compounds, 0.99% hits;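 active means mean activation above about 17%, with every replicate also reaching it, limit read from the data, passing the limit was not always enough; inconclusive means only one of the two conditions met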;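 further: fluorescence polarization rise as delta FosB binds a TAMRA Cdk5 AP-1 oligo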
Target sequence (P13346 whole entry, looked up): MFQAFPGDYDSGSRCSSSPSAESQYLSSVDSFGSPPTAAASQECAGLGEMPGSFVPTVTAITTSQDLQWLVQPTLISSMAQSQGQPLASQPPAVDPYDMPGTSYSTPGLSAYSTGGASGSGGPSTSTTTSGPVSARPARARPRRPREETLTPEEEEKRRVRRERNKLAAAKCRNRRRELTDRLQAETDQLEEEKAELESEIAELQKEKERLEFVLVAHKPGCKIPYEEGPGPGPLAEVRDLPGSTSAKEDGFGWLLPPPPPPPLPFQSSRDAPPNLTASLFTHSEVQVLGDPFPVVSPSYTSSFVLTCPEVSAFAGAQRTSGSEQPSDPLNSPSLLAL
An asterisk follows results filed as active; ? = inconclusive; . = no result given.

SMILES | NSD2 HMT inh | SR-BI DiI inh | PvdQ acylase | PfHsp90 set2 | MITF act | Rtt109 HAT inh | CAL PDZ FP-1 | SR-BI DiI-HDL act | CAL PDZ FP-2 | dFosB activator
COc1ccccc1N1CCN(CC(=O)c2c[nH]c3ccccc23)CC1 | -1 | -3 | 17 | -4 | . | . | 0.2 | 3 | -6 | -8
CN(C(=O)Cn1cnc([N+](=O)[O-])n1)C1CCCCC1 | 0 | -4 | -16 | -27 | -3 | 6 | -3.7 | 4 | . | -10
Cn1c(C(=O)N2CCCC(C(=O)NCc3ccccc3)C2)cc2sccc21 (stereo unspecified) | -5 | 34 | -11 | -5 | -17 | -2 | -3.1 | -34 | -1 | -6
CCn1c(COc2ccc(OC)cc2)nc2ccccc21 | 0 | 38 | -14 | -6 | 59 | -6 | -1.8 | . | -2 | 4
O=C1N=C(N2CCc3ccccc3C2)S/C1=C\c1ccc(O)cc1 | 0 | . | -3 | -3 | -4 | 7 | -1.5 | . | 3 | 2
CCCCc1nnc(NC(=O)C2=COCCO2)s1 | . | -2 | -5 | 17 | 36 | -14 | -0.3 | 2 | -4 | -9
CC(C)(C)C(=O)NCc1ccc(C(=O)CSc2nnc(C3CC3)n2C2CC2)s1 | . | 17 | -2 | 7 | 6 | -2 | -0.1 | -17 | -5 | -14
O=C(NC(=O)c1ccccc1N1CCCCC1)Nc1ccc(Br)cc1 | -2 | -79 | -6 | 36 | . | 2 | 1.0 | ? | 1 | -4
CCCC(=O)C1=C(O)C(C(=O)OC)C(C)(C)CC1=N (stereo unspecified) | -1 | -22 | -4 | 3 | . | -2 | -0.3 | 22 | -8 | 0
COc1ccc(OC)c(Cc2nnc(CCC(=O)N3CCN(C4CCCC4)CC3)o2)c1 | 20 | -10 | -17 | -13 | 20 | -2 | -2.8 | 10 | 0 | 2
COc1cccc(Nc2nc(-c3sc(NC(=O)CC(C)C)nc3C)cs2)c1 | . | 86* | -10 | 21 | -25 | -4 | -2.7 | -86 | -5 | -3
O=C(Cn1cc([N+](=O)[O-])cn1)NCc1ccccc1Cl | -2 | -2 | -9 | -3 | 7 | 10 | -0.3 | 2 | -6 | -4
CC1(C)CC(=O)C/C(=N\NC(=O)C2CC2c2ccccc2)C1 (stereo unspecified) | 7 | 15 | -6 | 3 | . | 6 | -1.0 | -15 | . | -10
COc1cccc(C(=O)NNC(=S)NC2CCCCC2)c1 | -1 | -15 | -5 | -44 | 19 | 5 | -1.0 | 15 | 0 | 2
COc1cc([N+](=O)[O-])ccc1NC(=O)NCC1CCN(Cc2ccc(Cl)cc2)CC1 | 6 | 83* | -16 | -17 | 13 | -6 | . | -83 | 46* | 8
CCc1nnc(NC(=O)c2ccc(F)c(S(=O)(=O)N3CCCCC3)c2)s1 | -4 | -9 | -1 | -17 | -9 | 0 | -1.7 | 9 | -3 | 2
CCOC(=O)N1CCN(c2c(NCc3ccccc3OC)c(=O)c2=O)CC1 | . | -25 | 20 | 2 | . | 8 | -2.3 | 25 | -4 | -7
COC(=O)c1cccc(NC(=O)c2nn(C(C)C)c(=O)c3ccccc23)c1 | -2 | 40 | 8 | -9 | -1 | -9 | 0.1 | -40 | -5 | 5
O=C(c1ccc(Cn2c(=O)[nH]c3ccccc3c2=O)cc1)N1CCN(c2ccc(F)cc2)CC1 | -4 | 34 | -13 | . | . | 10 | -0.8 | -34 | . | -1
O=C(OCc1nnc(-c2ccc(Cl)cc2)o1)C12CC3CC(CC(O)(C3)C1)C2 | -1 | 4 | -9 | -20 | 33 | -2 | -1.4 | -4 | -3 | -9
FC(F)(F)c1cccc(NC(=S)N2CCCCCC2)c1 | -3 | 7 | -14 | 7 | 11 | 5 | -0.8 | -7 | . | -6
COc1ccc(NS(=O)(=O)c2cc3c4c(c2)CCN4C(=O)CC3)c(OC)c1 | 10 | 3 | -20 | 22 | -6 | -17 | -1.0 | -3 | 0 | 0
O=C(Oc1ccc2ccccc2c1Br)N1CCCCCC1 | -3 | -26 | 8 | -3 | 37 | 22 | -1.4 | 26 | -3 | -3
O=C(Nc1nccs1)c1cc2sccc2n1Cc1ccc(Cl)cc1 | . | 1 | -2 | 6 | . | -4 | -0.9 | -4 | . | 8
CC12CN3CCN(CC(C3)/C1=N\NC(=O)Nc1cccc(Cl)c1)C2 | 0 | 8 | -8 | 9 | 7 | -8 | -0.4 | -8 | 5 | -3
Next part:
SMILES | NSD2 HMT inh | SR-BI DiI inh | PvdQ acylase | PfHsp90 set2 | MITF act | Rtt109 HAT inh | CAL PDZ FP-1 | SR-BI DiI-HDL act | CAL PDZ FP-2 | dFosB activator
CCn1c(/C=C/c2ccccc2Cl)nc2ccccc2c1=O | 4 | 18 | -2 | -28 | 45 | . | -1.2 | -18 | 20 | -9
NC(=O)C1CCN(C(=O)COc2ccc3ccccc3c2)CC1 | -2 | . | -19 | 8 | 2 | 14 | -1.1 | . | -6 | 0
CC(=O)C1=C(C)NC(SCC(=O)Nc2nccs2)=C(C#N)C1c1ccccc1Cl (stereo unspecified) | -2 | 28 | -4 | 15 | 13 | -6 | -0.5 | -28 | 1 | -9
O=C1CCCC2=C1C(c1ccc(OS(=O)(=O)c3ccc(Cl)cc3)cc1)C1=C(CCCC1=O)O2 | 0 | 3 | 0 | -22 | -13 | 7 | -1.4 | -3 | -2 | 13
CC(=O)c1cccc(NC(=S)NCCCCc2ccccc2)c1 | 1 | 48 | 13 | 9 | 0 | 5 | -1.1 | -48 | -4 | 4
O=C(CC1(O)C(=O)Nc2ccccc21)c1cccc(Br)c1 (stereo unspecified) | 9 | -13 | 3 | -16 | -6 | 18 | -1.7 | 13 | 0 | -3
Cc1ccc(OCC(O)CN2CCC(Cc3ccccc3)CC2)c(C)c1 (stereo unspecified) | 4 | 2 | -5 | 11 | -2 | 12 | -2.3 | -2 | . | -19
CC(C)Sc1nnc(NC(=O)CCc2ccccc2)s1 | -4 | -29 | -18 | . | 4 | -3 | -0.1 | 29 | 2 | 1
COCCCNC(=O)c1cc2cc3cc(OC)ccc3nc2o1 | -3 | 9 | -16 | -4 | 2 | -16 | -0.7 | -9 | 0 | -29
CCn1c(CC(=O)Nc2ccccc2)nnc1SCC(=O)Nc1nnc(C)s1 | -5 | 3 | -6 | 6 | 5 | -5 | -0.7 | -3 | -5 | -5
O=C(O)C1C2C=CC(C2)C1C(=O)N1CCN(CCO)CC1 (stereo unspecified) | 0 | -28 | 12 | -38 | -6 | 7 | -0.6 | . | -3 | 1
O=C(CCNS(=O)(=O)c1ccc(Br)s1)NCc1ccccc1Cl | -1 | -20 | -10 | 1 | 1 | 3 | -1.2 | 20 | 1 | -2
Cc1cccc(OCC(=O)NC2CCCCCC2)c1C | -4 | -8 | 8 | 7 | 11 | 24 | -1.1 | 8 | -7 | -14
Cc1oc(C(C)(C)C)cc1C(=O)N1CCN(C(c2ccccc2)c2ccccc2)CC1 | -1 | -2 | -17 | -37 | . | 0 | 0.3 | 2 | -2 | -11
CCn1c(SCC(=O)N2c3ccccc3Sc3ccccc32)nnc1-c1ccco1 | 7 | 32 | -13 | 15 | -10 | -3 | -0.8 | -32 | 0 | -1
O=C(CSc1ccc2ccccc2c1)N1CCN(c2ccc(O)cc2)CC1 | 3 | 6 | -16 | 2 | 9 | -2 | 0.0 | -6 | 1 | -2
Cc1ccc(/C=C(\NC(=O)c2ccccc2)C(=O)NC(Cc2ccccc2)C(=O)O)cc1 (stereo unspecified) | . | -15 | 2 | -23 | 3 | -1 | 0.1 | 15 | -4 | -4
O=C(CSc1nc2ccccc2s1)N1c2ccccc2Sc2ccccc21 | 11 | 42 | -1 | -11 | -17 | 1 | -1.1 | -42 | 0 | 0
N#CC1(c2ccccc2)CCC(=O)N1c1ccccc1 (stereo unspecified) | -3 | -17 | -19 | -5 | -7 | -10 | -0.1 | 17 | -8 | -5
CCOc1ccc(C(=O)NCC(=O)NNC(=O)c2ccco2)cc1OCC | 0 | -1 | -1 | . | 2 | 3 | -0.2 | 1 | . | -5
COc1ccc(C)cc1NC(=O)c1nnn(CCc2ccccc2)c1N | . | 28 | -7 | -10 | 7 | -6 | -1.3 | -28 | 1 | 2
COc1cc(N)c(Cl)cc1C(=O)OCC(=O)N1CCc2ccccc21 | 0 | 57 | -6 | 35 | 10 | -5 | -1.1 | -57 | -1 | 5
Cc1ccc(CNc2oc(-c3cccs3)nc2C#N)cc1 | 0 | -21 | -16 | -12 | 8 | 3 | -3.1 | 21 | -3 | -9
O=C(CN1CCSCC1)c1c[nH]c2ccccc12 | -24 | 9 | -9 | -9 | 2 | -10 | . | -9 | -1 | 0
O=C(NN(c1ccccc1)c1ccccc1)c1ccc([N+](=O)[O-])o1 | 26 | 5 | -13 | -24 | -44 | . | 0.2 | -5 | -3 | -3
The list goes on:
SMILES | NSD2 HMT inh | SR-BI DiI inh | PvdQ acylase | PfHsp90 set2 | MITF act | Rtt109 HAT inh | CAL PDZ FP-1 | SR-BI DiI-HDL act | CAL PDZ FP-2 | dFosB activator
COc1ccc(/C=C/C(=O)OCn2c(SC)nnc(C)c2=O)cc1OC | 17 | -7 | 1 | -2 | -6 | 8 | -1.6 | 7 | -3 | 1
S=C(Nc1ccc(Oc2ccccc2)cc1)N1CCN(c2ccccn2)CC1 | 2 | -2 | -16 | -25 | 18 | 3 | -2.8 | 2 | -2 | -1
CCOC(=O)c1nn(-c2ccc(C)cc2)c(=O)cc1OCC(=O)Nc1cc(C)ccc1OC | -2 | 25 | -5 | . | 0 | 2 | -2.2 | -25 | -1 | 0
O=S(=O)(Nc1nc(SCc2ccc(Cl)cc2)n[nH]1)c1ccc(F)cc1 | -1 | 0 | -5 | -15 | . | 16 | -1.0 | 0 | 2 | -10
COC(C[C@H]1O[C@H]1C(=O)[C@H](C)OCc1ccccc1)OC | . | -11 | -15 | . | -3 | 3 | -1.2 | 11 | -2 | 4
O=C(OCC(=O)c1c[nH]c2ccccc12)c1cc(S(=O)(=O)N2CCOCC2)ccc1F | 0 | -9 | -17 | -19 | -20 | -2 | -0.8 | 9 | -3 | 4
Cc1onc(-c2ccccc2Cl)c1C(=O)NCCCc1ccccc1 | -3 | -10 | -11 | 0 | -4 | 7 | -2.4 | 10 | -3 | -5
CCCCN(CCCC)CC(O)COc1ccccc1Br (stereo unspecified) | 6 | 1 | 8 | 6 | 7 | 11 | -0.4 | -1 | 2 | -4
COC(=O)c1[nH]c2ccccc2c1NC(=O)CN1CCC(C(N)=O)(N2CCCCC2)CC1 | . | -3 | 2 | -30 | -11 | -2 | . | 3 | -3 | -3
